mouse EphA4 binding: inhibitors of EphA4 binding to KYL peptide, primary screen, biochemical, colorimetric, mouse EphA4 (AID 689). 62,000 tested, 0.1% active. EphA4-AP binding to KYL peptide, pNPP A405; higher % means a stronger effect. inhibition, % at 10 µM; hits with a dose series show IC50 in µM; in the data active means a potency from the dose series; inactive means the rest, 99 in 100 with inhibition below about 22%
Starred values were filed as active, the others as inactive.

mouse EphA4 binding | SMILES
-4% | Cc1csc(NC(=O)CN2C(=O)C3CC=CCC3C2=O)n1 (stereo not drawn)
-13% | Cc1oc2ccc(OCc3cccc(Cl)c3)cc2c1C(=O)O
-9% | CCCOC(=O)c1ccc(NC(=O)/C=C\C(=O)O)cc1
-4% | CC(/C=C/C(=O)c1ccc(C)cc1)=C\c1ccccc1
-7% | COc1ccc(NC(=O)C(NS(=O)(=O)c2ccc3c(c2)CCCN3C(C)=O)C(C)C)c(OC)c1 (stereo not drawn)
-1% | Cc1[nH]n2c(=O)c3c(nc2c1-c1cccc2ccccc12)CCC3
2% | Cc1ccsc1/C=N/N1CCN(C2c3ccccc3-c3ccccc32)CC1
-5% | Cc1ccc(-n2nnnc2SCC(=O)c2cc(C)n(CC3CCCO3)c2C)cc1 (stereo not drawn)
-1% | CCOc1ccccc1NC1=C(Cl)C(=O)N(c2ccc(C)cc2)C1=O
4% | O=[N+]([O-])c1ccc(/C=C(Cl)/C=N\n2cnnc2)cc1
-1% | Cc1ccc(CNC(=O)C(C)OC(=O)c2cccs2)cc1 (stereo not drawn)
-2% | O=C1CN(C(=O)CN2CCOCC2)C(c2ccccc2)c2cc(Br)ccc2N1 (stereo not drawn)
-2% | CC1Cc2ccccc2N1C(=O)c1cc2c(=O)n3ccccc3nc2n1C (stereo not drawn)
-21% | C=C(C)CSc1nnc(CCNC(=O)OC(C)(C)C)o1
14% | COc1ccc([N+](=O)[O-])cc1NCc1ccccc1C
10% | CCOC(=O)C1=C(O)/C(=C\c2cccc3ccccc23)N=C1C
-13% | COc1ccc(NC(=O)CN(C)C(=O)c2ccc(C)s2)cc1
-1% | CC(CN1CCCCC1)OC(=O)c1ccc(Cl)cc1 (stereo not drawn)
1% | CSc1cccc(NC(=O)c2ccco2)c1
-12% | CCOC(=O)c1c(C)n(C)c2ccc(OC(=O)c3ccco3)cc12
13% | O=C(CCCC(=O)N(CC(=O)NC1CCCC1)C1CCCC1)Nc1ccccn1
-9% | CC(C)(C)n1nnnc1C(c1cc2cc3c(cc2[nH]c1=O)OCO3)N1CCN(c2ccccc2)CC1 (stereo not drawn)
0% | O=C1/C(=C/c2cccc(F)c2)CSc2sccc21
-14% | CC1(C)CC(=O)C2=C(C1)OC1=C(C(=O)CC(C)(C)C1)C21C(=O)Nc2ccccc21
2% | O=C(CSc1cc(Cl)ccc1Cl)Nc1cccc(Br)c1

An excerpt of these results, field by field.
O=C1CN(C(=O)CN2CCOCC2)C(c2ccccc2)c2cc(Br)ccc2N1 (stereo not drawn)
  mouse EphA4 binding = -2%
Cc1csc(NC(=O)CN2C(=O)C3CC=CCC3C2=O)n1 (stereo not drawn)
  mouse EphA4 binding = -4%
Cc1ccsc1/C=N/N1CCN(C2c3ccccc3-c3ccccc32)CC1
  mouse EphA4 binding = 2%
CCOC(=O)c1c(C)n(C)c2ccc(OC(=O)c3ccco3)cc12
  mouse EphA4 binding = -12%

Later entries
mouse EphA4 binding | SMILES
-17% | CC(C)Oc1ccc2c3c(c(=O)oc2c1)CCC3
-13% | O=C(CN1C(=O)c2cccc3cccc(c23)C1=O)N1CCCCCC1
-5% | O=C(Oc1ccc2c(=O)c(Cl)coc2c1)c1ccncc1
8% | O=C(c1cc(-c2cccnc2)nc2ccc(Br)cc12)N1CCN(c2ncccn2)CC1
-9% | Cc1nn(Cc2ccc(Cl)cc2)c(C)c1NC(=O)c1cc(-c2ccco2)on1
-8% | COC(=O)c1[nH]c2ccccc2c1NC(=O)CN1CCCc2ccccc21
-6% | Cn1cccc1Cc1nnc(SCC(=O)NCCc2ccccc2)n1-c1ccc(F)cc1
-10% | Cc1nnc(N(Cc2ccccc2)C(=O)c2cnccn2)s1
-5% | Cc1cc(C)n(-c2nnc(C)n2/N=C/c2ccco2)n1
1% | COc1ccc(C2C(C(=O)Nc3cc(C)on3)c3ccccc3C(=O)N2C)cc1OC (stereo not drawn)
9% | COc1ccccc1OCc1ccc(C(=O)N2CCN(C(=O)c3ccco3)CC2)cc1
-14% | CCCCNC(=O)C1CC(=O)N(c2ccc(OC)cc2)C1c1ccc(OC)cc1 (stereo not drawn)
-10% | Cc1ccc2oc(=O)c3cnn(CC(=O)N4CCc5ccccc5C4)c3c2c1
2% | C=C(C)CC(NCc1ccco1)c1ccc(OC)cc1 (stereo not drawn)
-11% | COc1ccc(C2CC(=O)C3=C(C2)Nc2ccccc2NC3c2ccccc2Cl)cc1OC (stereo not drawn)
2% | COC(=O)c1sccc1NC(=O)CSc1cc(Cl)ccc1Cl
-5% | Cc1c(C(C)O)nnn1-c1nonc1N (stereo not drawn)
-3% | CCN1CCc2c(sc(NC(=O)c3ccc(S(=O)(=O)N4CCOCC4)cc3)c2C(=O)OC)C1
7% | CCc1c(O)nc(SCC(=O)Nc2ccccc2OC)[nH]c1=O
-8% | COc1ccc(S(=O)(=O)NC(CC(=O)NCc2ccc3c(c2)OCO3)c2ccco2)cc1 (stereo not drawn)
7% | Cc1ccc(N2C(=O)C(Cl)=C(N3CCN(C)CC3)C2=O)cc1
1% | COc1ccc(NC(=O)CSc2nc3ccccc3s2)c(OC)c1
1% | C=CCN1C(=O)CN=C1Nc1cc(C)ccc1C
-4% | O=C1CC(C(F)(F)C(F)(F)C(F)(F)C(F)(F)F)=Nc2ccccc2N1
-12% | Cc1ccc(C(=O)CSC2=NC(N)=C(C#N)C3(CCCCC3)C2C(N)=O)cc1 (stereo not drawn)

(listing goes on)
mouse EphA4 binding | SMILES
-5% | Cc1nc2c3cnn(-c4ccc(C)c(C)c4)c3ncn2n1
-8% | CC1CCCC(NC(=O)CC2Nc3ccccc3NC2=O)C1C (stereo not drawn)
-8% | CCOC(=O)COc1ccc2c(c1)c(C(=O)OCC)c(C)n2C
50% | c1coc(-c2nc3nc4ccccc4nc3n2CC2CCCO2)c1 (stereo not drawn)
-16% | CCOC(=O)C1CCCN(C(=O)Cn2nc(Cc3cccnc3)c3ccccc3c2=O)C1 (stereo not drawn)
-6% | COc1ccc(N(Cc2ccccc2)S(=O)(=O)c2cccc(C(=O)NC3=NCCS3)c2)cc1
-13% | COc1nc(NCc2ccco2)nc(N2CCC(C)CC2)n1
8% | Cc1ccc(C(=O)C2=C(O)C(=O)N(c3ncccn3)C2c2cccc(Cl)c2)o1 (stereo not drawn)
-16% | Cc1cccc(CSc2nnc(-c3ccco3)n2C)c1
-12% | Cn1c(=O)c2c(nc(SCc3ccccn3)n2C)n(C)c1=O
-1% | CCOC(=O)C1=C(c2ccccc2)OC(N)=C(C#N)C1c1ccco1 (stereo not drawn)
2% | CCOC(=O)C1CCN(C(=O)Cc2ccc(C)cc2)CC1
-4% | COc1ccc(C(=O)Nc2sc3c(c2C(N)=O)CCCC3)cc1
-4% | Cc1cccc(NC(=O)Nc2ccc(-c3nc4ccccc4s3)cc2)c1
-6% | Cc1ccc(N2CN=C(c3ccccc3)NC2=S)cc1
14% | COC1(OC)N=C(N)C2(C#N)C(c3ccccc3)NC(C)=CC12C#N (stereo not drawn)
13% | CC1CC(C)CN(C(=O)c2ccc3c(c2)N(Cc2ccccc2)CCS3)C1 (stereo not drawn)
-6% | COc1ccc(NC(=O)c2ccco2)cc1NC(=O)c1cccc(OC(C)C)c1
-26% | COc1ccc(S(=O)(=O)N2CCC(C(=O)N3CCCCC3)CC2)cc1OC
-13% | COc1cc(C(=O)O/N=C(\N)c2ccncc2)cc(OC)c1OC
5% | CCC(C)[C@H](NC(=O)Nc1cccc(Cl)c1)C(=O)O (stereo partly drawn)
-1% | CCOC(=O)C1=C(C)N(c2ccccc2)C(C)=C(C(=O)OCC)C1c1ccc([N+](=O)[O-])cc1
5% | CC1=NOC(=O)/C1=C\c1ccc(-c2ccc(Cl)cc2Cl)o1
0% | O=C(c1ccc(Cl)cc1)c1oc2ccccc2c1CS(=O)c1ccccc1 (stereo not drawn)
19% | Cc1ccc(-c2csc(NC(=O)c3ccc(Cl)cc3)n2)cc1

Going on with the list.
mouse EphA4 binding | SMILES
20% | CCCN(CCC)C(=O)CC(c1ccc(F)cc1)c1ccco1 (stereo not drawn)
-9% | COc1ccc(C(=O)Nc2nc3c(s2)Cc2cc(OC)ccc2-3)cc1
2% | Cc1nc(SCC(=O)NCc2ccco2)nc(C)c1C
-12% | CCCC(=O)Nc1sc(C(=O)OC)c(C)c1C(N)=O
-18% | CN(C)c1ccc(N=C/C=C2\N(C)c3ccccc3C2(C)C)cc1
2% | CCOC(=O)C1C(=O)C=C(N2CCOCC2)CC1c1cccc(OC)c1 (stereo not drawn)
-13% | CCOC(=O)COc1cc(=O)n(CC)c2ccccc12
0% | COc1ccccc1N1CCN(C(=O)Nc2cccc(C)c2)CC1
-10% | Cc1ccccc1CC1S/C(=N\N=C\c2ccco2)NC1=O (stereo not drawn)
2% | Cc1cc(C(=O)OCC(=O)Nc2nc(-c3ccccc3)cs2)c(C)o1
-15% | COc1ccc(/C(O)=C2\C(=O)C(=O)N(CCc3ccccc3)C2c2ccc(C)cc2)cc1 (stereo not drawn)
-9% | Cc1sc2ncn(CC(=O)OC(C)C(=O)NC(C)(C)C)c(=O)c2c1C (stereo not drawn)
-5% | CCCCNC(=O)/C(=C/c1ccc(C)o1)NC(=O)c1ccccc1
9% | COCc1cc(C)nc2sc(C(=O)N3CCN(c4ccccc4)CC3)c(N)c12
-14% | COc1cc2[nH]c(=S)nc(NCCCOC(C)C)c2cc1OC
-4% | O=C1CSC(c2c(F)cccc2Cl)N1c1cccc(F)c1 (stereo not drawn)
26% | Cc1cc(C)c(NC(=O)c2cccc(N3C(=O)c4ccc(C(=O)Nc5c(C)cc(C)cc5C)cc4C3=O)c2)c(C)c1
-3% | CN(C)CCC(=O)c1cccs1
-6% | COc1ccc(OCC(=O)Nc2nnc(C)s2)cc1
-6% | c1ccc(-c2nn3c(-c4ccccc4)nnc3s2)cc1
-9% | Cc1ccc(C(=O)OCC(=O)NCc2ccco2)cc1
-4% | Cc1ccc(-c2csc(NC(=O)Cc3cccs3)n2)cc1C
-13% | CCOC(=O)c1c(N)sc(C(O)(C(F)(F)F)C(F)(F)F)c1-c1ccc(F)cc1
-6% | O=C(NC1CCCCCC1)C1c2ccccc2C(=O)N1CCCN1CCOCC1 (stereo not drawn)
-4% | Cc1cc(C)c2[nH]c(=O)c(CN(CC3CCCO3)S(=O)(=O)c3ccc4c(c3)OCCO4)cc2c1 (stereo not drawn)

The list continues:
mouse EphA4 binding | SMILES
-5% | CCOC(=O)c1c(NC(=S)NC(=O)c2ccc(Cn3cc(Cl)cn3)o2)sc2c1CCC(C)C2 (stereo not drawn)
-2% | O=C(Nc1ccccc1)OCc1cn(-c2ccc(Cl)cc2)nn1
-7% | COC(=O)/C=c1/s/c(=C(/C#N)C(=O)NCc2ccccc2)n(-c2ccccc2)c1=O
15% | N/C(=N\OC(=O)c1ccccc1F)c1ccc(Cl)cc1
-2% | COc1cc(C(=O)Nc2ccccc2OC(C)C)cc(OC)c1OC
-3% | CN(C)C(/C=C/Nc1ccc(C#N)cc1)=C(C#N)C#N
-11% | c1ccc(-c2ccc(Oc3cc(N4CCOCC4)nc(-c4ccccc4)n3)cc2)cc1
-13% | O=C(Cn1c(SCc2ccccc2)nc2ccccc21)N1CCOCC1
3% | CC(=O)Nc1ccc(SCC(=O)c2cc(C)n(Cc3cccs3)c2C)cc1
-4% | COc1ccc2[nH]c(=O)c(C(c3nnnn3C(C)(C)C)N(Cc3ccco3)CC3CCCO3)cc2c1 (stereo not drawn)
-4% | COC(=O)C(NNc1ccccc1)(NC(=O)c1ccccc1F)C(F)(F)F (stereo not drawn)
-7% | O=C(NCCOc1ccccc1F)c1cc(F)c(F)cc1Cl
2% | COc1ccccc1N1C(=O)c2ccc3c4c(ccc(c24)C1=O)CC3
1% | Cn1c(CSc2ncccn2)nnc1SCC(=O)N1CCCCC1
-11% | COc1cc2c(cc1OC)C1=NC(=O)CN1C(SCc1ccccc1C)=N2
10% | Cc1c(-c2ccco2)[n+](=O)c2c(n1[O-])CCC2
-9% | CCOc1ccc(S(=O)(=O)NCCC(=O)OC(C)C(=O)N2CCc3ccccc32)cc1 (stereo not drawn)
4% | O=C(/C=C/c1ccco1)Nc1ccc(NC(=O)c2ccc(Cl)cc2Cl)cc1
-15% | CCn1c(NC(=O)Nc2ccccc2OC)nc2ccccc21
-6% | O=C(Nc1ccccc1)N1CCCC1
15% | Cc1ccc(C23OC(=O)C(C)(C)C2OC(=O)C3(C)C)cc1 (stereo not drawn)
6% | CS(=O)(=O)N(Cc1ccco1)CC(O)Cn1c2ccccc2c2ccccc21 (stereo not drawn)
-7% | CCOC(=O)N1CCN(C(=O)CSc2nc3c(c(=O)n2-c2ccccc2OC)SCC3)CC1
1% | C=CCn1c(COc2ccc(Cl)cc2)nnc1SCC(=O)NCC(=O)OCC
3% | O=C(Nc1ccccc1)c1nn(-c2ccccc2)c(=O)cc1C(F)(F)F

The final 2 compounds of the part before open the next one:
mouse EphA4 binding | SMILES
1% | C=CCn1c(COc2ccc(Cl)cc2)nnc1SCC(=O)NCC(=O)OCC
3% | O=C(Nc1ccccc1)c1nn(-c2ccccc2)c(=O)cc1C(F)(F)F
-4% | O=C(NCc1ccccc1)c1cc(=O)[nH]c2ccccc12
4% | CC(C)c1nnc(NC(=O)CCC(=O)N2CCN(C3CCCCC3)CC2)s1
-4% | CCn1c(SCC(=O)NCc2ccco2)nnc1C(C)C
-21% | Cc1cccc(N2CCN(C(=O)c3ccccc3NC(=O)C3CC=CCC3C(=O)O)CC2)c1 (stereo not drawn)
-9% | COC(=O)C(C)Sc1ncnc2c1nnn2-c1ccc(F)cc1 (stereo not drawn)
2% | O=C(NC1CCCC1)c1ccc(CS(=O)(=O)c2cccc(C(F)(F)F)c2)o1
-10% | CCCCNC(=O)c1onc(CSc2ccccc2)c1C(=O)O

Pulled by structure from above, five records:
mouse EphA4 binding | SMILES
-4% | CCn1c(SCC(=O)NCc2ccco2)nnc1C(C)C
2% | O=C(NC1CCCC1)c1ccc(CS(=O)(=O)c2cccc(C(F)(F)F)c2)o1
-9% | COC(=O)C(C)Sc1ncnc2c1nnn2-c1ccc(F)cc1 (stereo not drawn)
4% | CC(C)c1nnc(NC(=O)CCC(=O)N2CCN(C3CCCCC3)CC2)s1
-4% | O=C(NCc1ccccc1)c1cc(=O)[nH]c2ccccc12

These rows are one share of the data, so the mix of outcomes need not match the whole.
